CIT2 TOR yeast = modulators of TOR pathway CIT2-GFP in S. cerevisiae; GFP response vs DMSO, % at 10 µM; actives 0.065% (n = 320,000); S. cerevisiae CIT2-GFP strain, flow cytometry, 3 h; 100 means same as DMSO wells;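 active means GFP response relative to DMSO above a set limit, near the screen mean plus 3 SD, cut at about 150% in these data; inconclusive means Fewer than 70 cells measured for a yeast strain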;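 further: ratio of well median GFP fluorescence to mean of DMSO wells on the plate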
GLD-1 RNA inh = GLD-1-TGE RNA interaction inhibition (C. elegans). Q17339. purified GLD-1 + fluorescein TGE RNA, fluorescence polarization. inhibition, % at 5.96 µM. actives 0.44% (n = 320,000);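 active means percent inhibition above a per-plate cutoff, the plate mean of test compounds plus 3 SD, cut at about 30% in these data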;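 further: 0% = DMSO wells with GLD-1 and probe and 100% = wells lacking GLD-1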
VLA-4 inh = inhibition in a human VLA-4 binding assay | VLA-4 expressing cells, ligand binding flow cytometry | actives 0.2% (n = 330,000) | inhibition, % (about 7 µM as worked out from the volumes in the protocol); in the data active means inhibition above about 50%
Target sequence (P13612 whole entry, looked up): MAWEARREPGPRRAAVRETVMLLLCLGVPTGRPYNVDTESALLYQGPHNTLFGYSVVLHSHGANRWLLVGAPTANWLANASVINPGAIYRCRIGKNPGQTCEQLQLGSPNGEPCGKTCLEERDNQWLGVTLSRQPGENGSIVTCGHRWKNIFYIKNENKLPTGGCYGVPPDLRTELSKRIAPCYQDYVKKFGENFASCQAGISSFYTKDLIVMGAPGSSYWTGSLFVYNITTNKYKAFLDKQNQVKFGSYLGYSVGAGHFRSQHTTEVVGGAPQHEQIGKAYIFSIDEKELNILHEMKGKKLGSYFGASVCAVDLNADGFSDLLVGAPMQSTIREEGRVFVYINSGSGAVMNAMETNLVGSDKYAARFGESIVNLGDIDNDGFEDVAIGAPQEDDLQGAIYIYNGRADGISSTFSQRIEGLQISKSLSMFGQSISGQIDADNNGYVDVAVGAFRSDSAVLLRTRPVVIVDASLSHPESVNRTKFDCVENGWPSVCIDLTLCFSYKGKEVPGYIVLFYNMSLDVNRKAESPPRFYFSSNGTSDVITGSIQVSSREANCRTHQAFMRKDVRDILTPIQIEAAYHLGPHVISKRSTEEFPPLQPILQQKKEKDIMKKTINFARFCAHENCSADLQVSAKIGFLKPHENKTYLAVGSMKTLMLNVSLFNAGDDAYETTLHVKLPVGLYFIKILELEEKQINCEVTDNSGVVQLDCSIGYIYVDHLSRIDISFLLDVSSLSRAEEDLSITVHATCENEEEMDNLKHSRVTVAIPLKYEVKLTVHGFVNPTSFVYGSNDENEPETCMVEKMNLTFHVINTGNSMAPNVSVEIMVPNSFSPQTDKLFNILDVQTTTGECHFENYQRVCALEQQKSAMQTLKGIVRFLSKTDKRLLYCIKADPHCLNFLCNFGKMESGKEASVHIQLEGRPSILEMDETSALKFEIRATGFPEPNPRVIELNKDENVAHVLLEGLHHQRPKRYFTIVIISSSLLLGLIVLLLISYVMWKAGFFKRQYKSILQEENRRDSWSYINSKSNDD
BCLXL inh = inhibitors of human Bcl-xL | inhibition, % at 10.9 µM | Q07817 | AID 2129 | GST-Bcl-xL / FITC-Bim BH3 peptide fluorescence polarization | actives 0.7% (n = 320,000);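 active means inhibition above the mean of all tested compounds plus 3 SD, cutoff set per campaign, cut at about 30% in these data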;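 further: 0% = DMSO wells and 100% = unlabeled Bim-BH3 peptide competitor; inhibitors lower millipolarization by displacing the labeled peptide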
MEX-5 binding = C. elegans MEX-5 TCR-2 RNA binding activity; MEX-5/FITC-TCR2 RNA binding, fluorescence polarization; stronger effect = lower value; activity score (negative = inhibition of binding), % at 10 µM; actives 0.38% (n = 300,000); Q9XUB2;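 active means inhibition past about -25% in most replicates, and total fluorescence under double the plate's negative control median, limit read from the data; inconclusive means replicates evenly split on the limit, or fluorescence at least double controls; inactive means too little inhibition in most replicates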;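 further: 0% = DMSO and -100% = 5 µM competing unlabeled TCR2 RNA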
CR mimetic SO = lowers age-related superoxide in aged yeast cells. S. cerevisiae aged cells, superoxide DHE fluorescence; stronger effect = lower value. superoxide response (% of plate mean), % at 10 µM. actives 0.18% (n = 330,000). AID 2690;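 active means superoxide response under a set limit, about three screen SD below normal, cut at about 65% in these data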;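 further: yeast aged for seven days with compound at 30 °C before DHE staining; 100% = average MFI of all compound-treated wells on the plate with controls excluded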
GRK2 inh = blocks RNA aptamer binding to human GRK2. actives 0.59% (n = 330,000). bead flow cytometry, FAM-aptamer displacement from GRK2. AID 488847. inhibition of aptamer binding, % at 10 µM;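 active means inhibition of aptamer binding above 40%, roughly 3 SD of noise, on plates passing a quality check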;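 further: median bead fluorescence of bound FAM aptamer so fluorescent compounds give negative values; no value below 0 was filed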
MCL1 BIM primary = MCL1-BIM-BH3 interaction inhibition (human). Q07820. AID 2057. actives 0.68% (n = 320,000). GST-MCL1 / FITC-Bim-BH3 fluorescence polarization. inhibition, % at 10.9 µM;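 active means inhibition above the mean inhibition of all tested compounds plus 3 SD, set per campaign, cut at about 40% in these data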;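 further: 0% = DMSO wells and 100% = unlabeled Bim-BH3 peptide control; higher means more loss of mP so more displacement of Bim peptide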
AGP1 TOR yeast = alters AGP1-GFP fluorescence in TOR pathway yeast screen; S. cerevisiae AGP1-GFP multiplex flow cytometry, 3 h; GFP as percent of DMSO wells; GFP response vs DMSO, % at 10 µM; actives 0.02% (n = 320,000); AID 2066;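 active means GFP response relative to DMSO above a set limit, near screen average plus 3 SD, cut at about 150% in these data; inconclusive means fewer than 70 cells counted for the yeast strain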;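 further: median GFP channel fluorescence of the gated AGP1 strain per well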
Starred values were filed as active, the others as inactive; i = inactive; ? = inconclusive; . = not tested or not shown.

SMILES	CIT2 TOR yeast	GLD-1 RNA inh	VLA-4 inh	BCLXL inh	MEX-5 binding	CR mimetic SO	GRK2 inh	MCL1 BIM primary	AGP1 TOR yeast
O=C(COC(=O)/C=C/c1ccc([N+](=O)[O-])cc1)NCc1cccs1	117	1	-7	.	.	92	0	.	103
CCNC(=O)N(C)C[C@H]1N[C@@](CC)(C(=O)OC)[C@H]2C(=O)N(C)C(=O)[C@@H]12	112	0	24	.	.	109	0	.	105
Cc1cc(C)cc(NC(=O)CSc2nnc(-c3ccncc3)o2)c1	82	7	7	1	-2.9	112	2	4	97
O=c1c(Cc2c(F)cccc2Cl)c(O)ccn1C1CC1	99	0	8	-2	0.7	105	0	6	103
CCOC(=O)c1noc(C)c1C(=O)Nc1nc(C)cc(C)n1	112	3	5	0	1.2	99	0	3	101
O=C(COC(=O)Cc1c(Cl)cccc1Cl)NCC1CCCO1 (centres undefined)	92	1	-2	4	-1.7	105	0	0	97
Cc1cc(NCc2ccco2)n2ncnc2n1	96	0	8	0	-0.5	104	0	-8	98
CC(=O)N1CCN(c2nc(N)c(C#N)c(CC#N)c2C#N)CC1	100	3	5	9	0.8	103	0	0	103
Cc1ccc(C2C(C#N)=C(N)OC3=C2C(=O)CC(C)(C)C3)s1 (centres undefined)	108	2	11	1	0.0	93	2	-4	115
CC(C)(C)c1ccc(S(=O)(=O)NNC(=O)c2cc3ccccc3[nH]2)cc1	110	7	4	0	1.2	95	1	1	110
COc1ccccc1CN1CCNC(=O)C1CC(=O)O (centres undefined)	101	-1	8	1	-3.9	97	0	-5	108
CCCC1=C(C(=O)OCC)C(/C=C/c2ccccc2)n2ncnc2N1 (centres undefined)	95	-5	11	4	0.9	135	0	1	96
CCc1cc(C(=O)N2CCOCC2)c(NC2=NS(=O)(=O)c3ccccc32)s1	94	3	-3	-6	-1.6	99	3	-3	92
CCOC(=O)C1=C(CSc2nc(C)cc(C)c2C#N)OC(N)=C(C#N)C1c1ccccc1 (centres undefined)	102	0	17	10	1.6	112	7	-1	101
N#Cc1c(N(CCO)CCO)nc(N)c2c(N)nc3c(c12)CC(=O)N3CC1CCCO1 (centres undefined)	93	6	2	24	0.3	113	0	18	104
COc1ccc(N2CCN(C(=O)c3ccc(NS(=O)(=O)c4ccccc4)cc3)CC2)cc1	109	4	19	1	1.9	92	0	4	106
O=C(CCn1ccc([N+](=O)[O-])n1)Nc1nccs1	98	2	0	7	-1.0	94	0	4	103
Cc1cc(C(=O)CSc2nn3c(=O)c(C(C)(C)C)nnc3s2)c(C)n1C1CC1	85	-4	1	9	1.6	99	2	10	97
O=C(NNC(=O)C1CCN(S(=O)(=O)c2c(Cl)cccc2Cl)CC1)c1ccccc1O	87	8	17	4	3.6	88	2	1	91
O=C1C2C(C(=O)N1CC1CCCO1)C1C=CC2C12CC2 (centres undefined)	97	3	2	1	-3.7	96	0	7	92
CCCCCC(=O)N(CN1C(=O)CCC1=O)c1ccccc1	107	6	-15	3	3.0	97	2	-2	99
CN1CCN(c2ccc(NC(=O)C(C)(c3ccccc3)c3ccccc3)cc2)CC1	91	-7	11	1	0.1	87	0	-3	95
COc1cccc(C2(c3cccc(OC)c3)CC2C(=O)Nc2ccccc2Cl)c1 (centres undefined)	97	2	-14	0	-0.4	98	5	1	103
Cc1ccc(S(=O)(=O)N2CCN3CCCC3C2)cc1 (centres undefined)	102	4	4	6	0.3	99	2	-5	102
O=C(CSc1nnc(-c2ccc(C(F)(F)F)cn2)o1)Nc1ccccc1Cl	94	5	6	-1	0.7	113	0	1	95
COc1ccc(S(=O)(=O)NCCS(=O)(=O)N2CCN(c3ccccc3)CC2)cc1	93	2	6	2	0.5	103	0	-5	97
CCOC(=O)Cc1c(C)nc2c(-c3ccccc3)c(C)nn2c1C	108	-3	-16	0	2.6	78	3	-1	103
CCc1cccc(NC(=O)C2CCCN2C(=O)Nc2ccc(C)cc2)c1 (centres undefined)	98	-1	-4	7	-1.2	104	0	0	98
c1cncc(CSc2ccc(-c3ccc4c(c3)OCO4)nn2)c1	103	5	2	4	1.6	93	0	9	90
O=c1cnnc(SCc2ccc([N+](=O)[O-])cc2)[nH]1	174*	4	-102	3	0.8	113	0	4	108
COc1cc(C(F)(F)F)ccc1C(=O)NCCc1ccco1	95	3	12	-1	3.9	106	0	-3	92
Cc1cccc(OCC(=O)Nc2nnc(S(=O)(=O)N3CCCCC3)s2)c1	103	1	12	1	-0.9	91	3	-5	106
COc1ccc(NC(=O)C(C)Sc2ccccc2)cc1 (centres undefined)	91	1	-12	-7	-0.4	96	4	-26	93
Cc1ccccc1OCC(=O)NCC(=O)OCC(=O)c1ccc2ccccc2c1	101	3	-34	2	1.5	101	0	3	100
Cc1nc2c(c(=O)c3ccccc3n2C)c(=O)n1-c1ccc(F)cc1	100	2	-4	8	-2.0	100	1	3	108
CSc1c(-c2ccccc2)nc2ccccc2c1C(=O)O	96	2	8	3	-3.4	100	0	4	96
O=C(NCc1cccc(Cl)c1)c1ccc(CS(=O)Cc2ccccc2Cl)o1 (centres undefined)	117	5	13	3	-6.0	102	0	-2	79
COc1ccc([N+](=O)[O-])cc1NC(=O)N(C)Cc1ccco1	103	3	7	5	-0.9	72	3	-10	98
CCN1C/C(=C/c2cccs2)c2nc3ccccc3c(C(=O)O)c2C1	95	35*	4	32*	-27*	92	0	35	97
Cc1ccc(NC2=NCC(=O)N2Cc2cccs2)cc1C	104	3	3	8	1.2	112	0	6	99
O=C(C(=O)N1CCCC1)c1c(-c2ccccc2)[nH]c2ccccc12	105	-5	2	0	0.6	102	0	11	99
Cc1ccc(S(=O)(=O)N2CCCCC2)cc1C(=O)NCc1ccccn1	95	1	2	-2	0.4	90	1	3	92
COc1ccccc1NC(=O)c1oc2ccc(C)cc2c1C	102	3	25	7	1.2	85	4	7	100
CC1=CC(c2ccccc2)n2nc(N3C(=O)CCC3=O)nc2N1 (centres undefined)	104	-3	7	8	-0.3	102	4	0	110
O=C(CCCN1C(=O)[C@H]2CC=CC[C@H]2C1=O)NCc1nc(-c2ccc(Cl)cc2)no1	107	11	5	6	0.4	108	0	10	123
Cc1cc(S(=O)(=O)NC2CCCCC2)ccc1OCC(=O)NCc1cccnc1	.	9	0	2	-2.4	104	0	5	107
CC1(C)Cc2nc3sc4c(=O)[nH]cnc4c3cc2CS1	100	-7	13	6	0.0	113	3	9	100
COCCN1Cc2cc3cc(C)ccc3nc2SC1=Nc1ccc(OC)cc1	107	7	11	6	3.7	111	0	7	?
Cc1[nH]cnc1CSCCN	106	2	10	-1	-1.3	108	5	-3	99
CCN(CC)C(=O)CSc1ncnc2c(-c3cccs3)nsc12	97	16	-10	35*	.	99	6	64*	98

Later entries
SMILES	CIT2 TOR yeast	GLD-1 RNA inh	VLA-4 inh	BCLXL inh	MEX-5 binding	CR mimetic SO	GRK2 inh	MCL1 BIM primary	AGP1 TOR yeast
Cc1cc(=O)n(C)c(=O)n1CCCCCN1CCCC1	103	5	-9	7	-2.6	107	0	-1	103
O=C(Cc1cccc2ccccc12)NC(NC(=S)Nc1ccccc1Cl)C(Cl)(Cl)Cl (centres undefined)	97	-6	0	-4	-0.5	119	0	-6	101
COc1ccc(N(CC(=O)N2CCCC(C)C2)S(=O)(=O)c2c(C)nn(C)c2C)cc1 (centres undefined)	99	-2	10	0	4.1	119	1	4	97
CC(C)Nc1nc(Cl)nc(N(C#N)CN2C(=O)c3ccccc3S2(=O)=O)n1	108	4	-2	-4	-3.6	91	0	-13	110
O=C(C[n+]1ccccc1)c1ccc(NC(=O)c2ccccc2)cc1	103	0	0	-3	0.4	91	0	-5	94
CC(=O)Nc1ccc(S(=O)(=O)Nc2nc(C)nc3sc4c(c23)CCC4)cc1	98	-3	2	4	-0.3	94	4	5	106
COc1ccc(CCNC(=O)CN2CCN(c3cccc(C(F)(F)F)c3)CC2)cc1	97	6	6	1	1.6	110	1	5	99
Cc1ccc(S(=O)(=O)NNC(=O)CCC(=O)Nc2ccccc2Cl)cc1	100	.	-5	.	.	79	2	.	93
CN(C)CCCNC1CS(=O)(=O)CC1O (centres undefined)	98	6	13	3	-1.9	105	0	5	?
O=C(O)CC(NS(=O)(=O)c1cccc2nsnc12)c1ccc(F)cc1 (centres undefined)	99	8	4	-2	1.7	91	1	-9	100
CC1(c2nnc(-c3ccccc3)o2)CC(c2cccnc2)=NO1 (centres undefined)	94	-7	13	1	-0.9	117	3	-1	93
N/C(=N\OC(=O)COc1cc(Cl)c(Cl)cc1Cl)c1ccncc1	108	3	11	6	0.4	112	4	1	110
CCCN1CCC(NC(=O)Cc2ccc(C)cc2)CC1	96	0	8	6	1.9	102	3	-5	103
Cc1ccc(Cn2ncc3c(N4CCN(c5ccccc5C)CC4)ncnc32)cc1	96	2	-3	3	3.0	95	3	1	100
Cc1nn(Cc2ccc(F)cc2Cl)c(C)c1[N+](=O)[O-]	84	2	30	4	0.2	97	1	4	95
COc1ccc2[nH]c(=O)c(CN(C(=O)c3cccnc3)c3ccccc3C)cc2c1	104	20	4	1	0.4	115	1	-6	103
COCCCNC(=O)CNC(=S)N(Cc1cc(OC)c(OC)c(OC)c1)C1CCCC1	102	4	-2	-1	1.2	120	0	-5	102
CN(Cc1ccccc1)S(=O)(=O)c1csc(C(N)=O)c1	94	2	-1	1	2.2	88	1	4	95
O=C(CSc1ccc2nnc(-c3ccncc3)n2n1)Nc1ccc2c(c1)OCCO2	103	1	0	4	-1.6	101	0	4	98
O=C(CCN1CCCO1)N1CCCC(N2CCN(c3cccc(C(F)(F)F)c3)CC2)C1 (centres undefined)	107	7	-9	1	-1.4	87	2	-3	93
CC(C)(C)C(=O)C(Cc1ccccc1)n1cncn1 (centres undefined)	91	6	6	2	-0.7	105	5	0	98
CN(CC(=O)N1CCCC1)S(=O)(=O)c1ccc(Cl)cc1	102	1	i	3	-1.1	115	2	-2	106
COc1ccccc1N1CCN(CCCOc2ccc(F)cc2)CC1	94	2	-2	11	-1.3	96	0	-2	91
CCC(C(=O)Nc1ccc2c(c1)OCCO2)n1nnc2ccccc2c1=O (centres undefined)	109	0	17	6	-1.3	99	1	9	111
CCOC(=O)c1cc2sccc2n1CC(=O)c1ccc2c(c1)OCCO2	85	7	0	2	2.3	97	0	3	98
S=C(NCC1CC1)N/N=C/c1ccccc1Cl	101	3	6	3	2.7	81	2	1	105
CN(Cc1ccccc1)C(=O)Cn1nc(C(F)(F)F)c2c1CCC2	101	3	-9	4	0.8	113	4	-4	106
CCOC(=O)c1c(C)[nH]c(C)c1C(=O)COC(=O)c1cc(OC)cc(OC)c1	99	-1	11	-3	1.6	97	1	-4	102
CC1(c2ccccc2)NC(=O)N(CC(=O)N2CCN(S(=O)(=O)c3ccccc3[N+](=O)[O-])CC2)C1=O (centres undefined)	88	12	6	10	0.7	98	3	3	76

An excerpt from the list above, for reference:
SMILES	CIT2 TOR yeast	GLD-1 RNA inh	VLA-4 inh	BCLXL inh	MEX-5 binding	CR mimetic SO	GRK2 inh	MCL1 BIM primary	AGP1 TOR yeast
CN(Cc1ccccc1)C(=O)Cn1nc(C(F)(F)F)c2c1CCC2	101	3	-9	4	0.8	113	4	-4	106
CCOC(=O)c1c(C)[nH]c(C)c1C(=O)COC(=O)c1cc(OC)cc(OC)c1	99	-1	11	-3	1.6	97	1	-4	102
CC1(c2ccccc2)NC(=O)N(CC(=O)N2CCN(S(=O)(=O)c3ccccc3[N+](=O)[O-])CC2)C1=O (centres undefined)	88	12	6	10	0.7	98	3	3	76
